Source: PubChem BioAssay (several laboratories)
CCHF vOTU inh: blocks the CCHF virus ovarian tumor domain protease. CCHFV vOTU protease, Pep-AMC fluorescence. hit rate 0.55% among 370,000. inhibition, % at 11.5 µM; in the data active means inhibition above about 30%; further: 0% = vehicle wells with enzyme and 100% = no enzyme wells
FadD28 FP inh: inhibitors of Mycobacterium tuberculosis FadD28 bisubstrate binding; FadD28 bisubstrate probe binding, fluorescence polarization; inhibition, % at 12.5 µM; hit rate 0.22% among 360,000; AID 588549; in the data active means inhibition above about 8.5%, passing the limit was not always enough; inconclusive means no clear call, values can overlap the other calls
PfHsp40 yeast: restores yeast growth despite PfHsp40 toxicity; S. cerevisiae expressing PfHsp40, growth rescue, ATP luminescence; hit rate 0.68% among 340,000; growth rescue, % at 12.5 µM; AID 504582; in the data active means growth rescue above about 28%, passing the limit was not always enough; inconclusive means no clear call, values can overlap the other calls;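 further: yeast W303a lacking pdr1 and pdr3 grown in galactose medium; growth measured after three days at 30 °C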
BoNT A protease: blocks Botulinum neurotoxin A light chain protease. multiplex microsphere protease substrate cleavage, flow cytometry. inhibition, % at 10 µM. hit rate 0.17% among 360,000. AID 588499; further: plate controls were buffer without enzyme for full effect and enzyme alone for no effect
Anthrax LF inh2: inhibitors of Bacillus anthracis lethal factor protease. multiplex microsphere protease cleavage assay, LF. P15917. inhibition, % at 10 µM. hit rate 0.12% among 360,000; further: plate controls were buffer without enzyme for full effect and enzyme alone for no effect
Target sequence (P15917 whole entry, looked up): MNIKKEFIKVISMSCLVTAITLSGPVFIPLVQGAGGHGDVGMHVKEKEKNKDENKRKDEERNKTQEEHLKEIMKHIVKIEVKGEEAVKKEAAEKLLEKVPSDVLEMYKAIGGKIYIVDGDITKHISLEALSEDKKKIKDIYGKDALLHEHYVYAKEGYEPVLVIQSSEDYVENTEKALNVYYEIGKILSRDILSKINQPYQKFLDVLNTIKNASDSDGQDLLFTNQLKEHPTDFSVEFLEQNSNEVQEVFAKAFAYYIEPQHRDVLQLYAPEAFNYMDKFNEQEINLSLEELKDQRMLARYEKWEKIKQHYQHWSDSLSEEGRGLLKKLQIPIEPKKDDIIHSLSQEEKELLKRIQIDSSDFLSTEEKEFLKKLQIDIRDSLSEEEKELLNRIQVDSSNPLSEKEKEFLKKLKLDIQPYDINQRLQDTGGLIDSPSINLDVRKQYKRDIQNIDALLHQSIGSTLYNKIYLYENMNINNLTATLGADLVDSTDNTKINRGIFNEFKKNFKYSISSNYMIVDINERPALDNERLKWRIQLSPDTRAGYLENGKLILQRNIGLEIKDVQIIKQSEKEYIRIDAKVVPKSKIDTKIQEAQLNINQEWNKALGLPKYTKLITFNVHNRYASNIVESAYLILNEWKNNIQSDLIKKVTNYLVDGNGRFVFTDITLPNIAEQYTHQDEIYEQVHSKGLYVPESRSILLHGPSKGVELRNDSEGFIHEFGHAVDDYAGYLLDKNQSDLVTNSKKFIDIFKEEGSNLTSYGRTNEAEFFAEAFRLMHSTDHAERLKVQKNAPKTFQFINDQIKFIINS
BoNT-F LC inh: BoNT F light chain protease inhibition. hit rate 0.22% among 360,000. Multiplex microsphere protease cleavage assay, flow cytometry. inhibition, % at 10 µM; in the data active means inhibition above about 35%, passing the limit was not always enough; inconclusive means no clear call, values can overlap the other calls; further: plate controls were buffer without enzyme for full effect and enzyme alone for no effect
Yp Topo-I inh: inhibitors of Yersinia pestis topoisomerase I | Y. pestis Topo-I cleavage product accumulation, plate reader | activity, % at 10 µM | hit rate 0.064% among 360,000; in the data active means activity above about 50%, passing the limit was not always enough; inconclusive means no clear call, values can overlap the other calls; further: inactives centre near 2
TcdB GH inh: inhibitors of Clostridioides difficile toxin B glycohydrolase; P18177; TcdB glycohydrolase enzymatic assay, plate reader; inhibition, % at 9.99 µM; hit rate 0.24% among 350,000; in the data active means inhibition above about 10%
PrPC TRFRET: reduces human prion protein on the cell surface | P04156 | cell surface PrPC, TR-FRET read-out | inhibition, % at 13.8 µM | hit rate 0.43% among 370,000; in the data active means inhibition above about 24%; further: 0% = median of the test wells and 100% = reference compound wells
An asterisk follows results filed as active; ? = inconclusive; / = no result given. Unless noted, no stated cut-off is given here; in the data, active means inhibition above about 30%; inconclusive means no clear call, values can overlap the other calls; inactive means below that.

Start of the data: the first three records (preview)
Compound	CCHF vOTU inh	FadD28 FP inh	PfHsp40 yeast	BoNT A protease	Anthrax LF inh2	BoNT-F LC inh	Yp Topo-I inh	TcdB GH inh	PrPC TRFRET
COc1ccc(S(=O)(=O)Cc2ccccc2)cc1N	-6.3	0.6	-0.1	-2.4	-0.4	-4.7	-4.7	/	1.2
C/C(=N\N1CCN(Cc2ccc(Cl)cc2)CC1)c1ccc([N+](=O)[O-])cc1	12.9	-2.0	-0.5	-2.0	?	-10.7	7.2	-1.1	-0.7
O=C(O)c1nc(-c2ccccc2)n(-c2ccc(Cl)cc2)n1	5.0	-0.6	0.9	-0.5	1.7	-31.8	-2.1	/	2.8

The listing, repeating the preview:
Compound	CCHF vOTU inh	FadD28 FP inh	PfHsp40 yeast	BoNT A protease	Anthrax LF inh2	BoNT-F LC inh	Yp Topo-I inh	TcdB GH inh	PrPC TRFRET
COc1ccc(S(=O)(=O)Cc2ccccc2)cc1N	-6.3	0.6	-0.1	-2.4	-0.4	-4.7	-4.7	/	1.2
C/C(=N\N1CCN(Cc2ccc(Cl)cc2)CC1)c1ccc([N+](=O)[O-])cc1	12.9	-2.0	-0.5	-2.0	?	-10.7	7.2	-1.1	-0.7
O=C(O)c1nc(-c2ccccc2)n(-c2ccc(Cl)cc2)n1	5.0	-0.6	0.9	-0.5	1.7	-31.8	-2.1	/	2.8
Cc1ccc(C)c(S(=O)(=O)N2CCN(C(=O)[C@H](C)N3C(=O)C4CC=CCC4C3=O)CC2)c1 (stereo partly drawn)	4.1	-0.7	-0.7	-0.9	1.0	1.5	-0.7	0.0	-3.9
NC(=O)Cn1cc(C=C2C(=O)NC(=O)NC2=O)c2ccccc21	-5.5	2.0	-0.8	-1.8	3.0	-4.1	19.9	0.8	2.7
COc1cc2c(C#CCO)c(-c3ccc(C#N)cc3)oc(=O)c2cc1OC	4.2	0.0	-0.6	1.4	-2.6	5.4	-5.6	-4.6	-5.5
COc1cc(/C=C(\C#N)C(=O)NCC2CCCO2)ccc1OCC(=O)O (stereo not drawn)	2.8	-2.3	-0.7	0.6	-4.7	-2.4	4.3	0.7	-20.0
O=C(Cc1cccs1)N1CCN(c2ccc([N+](=O)[O-])cc2)CC1	8.1	0.7	-1.9	0.6	10.8	-8.9	3.8	0.4	-21.7
CCC1(c2ccc(F)cc2)NC(=O)N(CC(=O)NCc2ccc(F)cc2)C1=O (stereo not drawn)	-1.5	-1.2	-2.3	-3.1	-12.9	-17.7	9.0	-0.1	6.8
CCCS(=O)(=O)c1c(S(=O)(=O)CCC)c2c(C)cccn2c1C(=O)OC	-3.5	-2.3	0.9	0.0	-10.4	2.2	5.2	/	-3.5
C(=N\n1cnnc1)/c1ccc(OCc2cccc3ccccc23)cc1	23.5	-5.2	1.7	0.0	-1.6	-14.1	41.9	/	15.5
COc1ccc(CNC(=O)CN(c2ccc(C(C)=O)cc2)S(=O)(=O)c2ccc(C)cc2)cc1OC	-8.4	-2.8	0.1	-0.1	4.5	2.6	13.2	-0.2	-1.3
Nc1ncnn1Cc1ccccc1	7.9	-0.1	/	-0.1	0.3	-0.8	9.8	-0.1	0.3
COc1cc(C2Nc3ccccc3C(=O)N2c2ccccc2)ccc1O (stereo not drawn)	-2.3	0.1	-0.3	-0.4	-7.7	7.6	2.9	/	0.7
O=[N+]([O-])c1ccc(O)c(/C=N/Nc2nn[nH]n2)c1	4.7	-0.9	-2.4	-2.1	0.9	-14.5	-2.4	0.0	-4.5
O=c1cc2oc3cc(O)c(O)cc3c(-c3ccccc3O)c-2cc1O	/	80.9*	2.8	-10.5	-39.1	-81.2	-31.6	/	/
COc1ccc(S(=O)(=O)Nc2c(O)ccc3ccccc23)cc1OC	-10.1	0.6	13.3	3.5	1.1	?	-4.7	-10.3	-0.9
COc1coc(/C=C/C(=O)O)cc1=O	-18.9	-7.4	-1.3	0.1	-2.1	-0.4	-0.4	1.2	-8.6
CCN1CCN(C2CCCCC2NS(=O)(=O)c2ccc(Cl)cc2)CC1 (stereo not drawn)	/	-0.5	-0.8	0.5	-0.5	-2.0	-0.2	/	/
COc1ccccc1OCCCC(=O)Nc1nccs1	-8.8	-0.6	-0.4	-0.6	2.0	2.2	-1.9	0.3	2.4
CC(CCc1ccccc1)NC(=O)CSc1ccccn1 (stereo not drawn)	10.9	-3.0	0.4	0.3	-6.5	-2.2	-6.8	0.7	10.6
C=CCOCCN1C(=O)C2C(c3ccccc3)C=CC(c3ccccc3)C2C1=O (stereo not drawn)	16.1	-1.2	-0.3	1.0	5.5	0.5	-0.9	1.5	-1.7
CC(C)(C)C1(C)OC(C(N)=O)C(C(N)=O)O1 (stereo not drawn)	4.8	-1.9	0.1	0.4	0.2	-6.2	-0.6	/	-7.5
CNS(=O)(=O)c1cccc(C(=O)OC2CCCCC2=O)c1 (stereo not drawn)	-2.9	-0.9	-1.0	-0.8	-2.9	-6.3	-1.1	/	0.5
COc1ccc(/C=C(/NC(=O)c2ccccc2)C(=O)N/N=C/c2ccncc2)cc1	-2.0	-1.7	0.2	-0.9	-1.9	-2.0	6.5	1.6	-13.6

Some of the entries above in another layout:
O=[N+]([O-])c1ccc(O)c(/C=N/Nc2nn[nH]n2)c1
  CCHF vOTU inh = 4.7; FadD28 FP inh = -0.9; PfHsp40 yeast = -2.4; BoNT A protease = -2.1; Anthrax LF inh2 = 0.9; BoNT-F LC inh = -14.5; Yp Topo-I inh = -2.4; TcdB GH inh = 0.0; PrPC TRFRET = -4.5

O=c1cc2oc3cc(O)c(O)cc3c(-c3ccccc3O)c-2cc1O
  CCHF vOTU inh = /; FadD28 FP inh = 80.9*; PfHsp40 yeast = 2.8; BoNT A protease = -10.5; Anthrax LF inh2 = -39.1; BoNT-F LC inh = -81.2; Yp Topo-I inh = -31.6; TcdB GH inh = /; PrPC TRFRET = /

The listing continues:
Compound	CCHF vOTU inh	FadD28 FP inh	PfHsp40 yeast	BoNT A protease	Anthrax LF inh2	BoNT-F LC inh	Yp Topo-I inh	TcdB GH inh	PrPC TRFRET
O=C(CCc1nc2ccccc2s1)NC1CCOC1=O (stereo not drawn)	-14.2	-3.0	-1.5	-0.3	0.9	-1.8	-0.1	1.3	4.7
CC12CC(=O)C3C(CCC4CC=CCC43C)C1CCC2=O (stereo not drawn)	4.8	-4.5	-1.4	-0.2	1.5	-1.6	-1.1	0.4	-2.1
Cc1ccc2nc(-c3ccccc3N)[nH]c2c1	-222.6	-3.2	-0.7	0.2	-2.3	-3.4	-0.8	5.8	0.4
Cc1nonc1C1CCCN1Cc1nc(-c2ccccc2Cl)oc1C (stereo not drawn)	-7.5	-3.4	0.3	-0.2	-3.0	-0.1	-1.8	1.6	-1.0
Cc1nnc2c(-c3ccccc3)nc3ccccc3n12	-2.9	-0.5	1.9	-0.3	-9.5	12.8	-3.2	/	-9.3
CCOC(=O)c1c(S(=O)(=O)Nc2ccc(F)cc2C)c(C)n(C)c1C	6.1	-1.7	0.4	-2.0	-3.0	-4.3	16.9	2.8	-10.1
Cn1nnnc1SCc1nnc(-c2ccc(F)cc2)o1	0.7	-4.5	-1.6	0.2	-0.5	-2.3	-5.6	/	4.8
COc1ccccc1Nc1nnc(SCc2cc(=O)n3cc(C)ccc3n2)s1	8.1	-1.5	0.8	2.0	-0.1	-3.9	7.0	4.0	-2.4
COC(=O)Cc1ccc(NC(=S)Nc2ccc(N3CCOCC3)cc2)cc1	15.9	-0.7	-0.8	0.1	2.7	4.0	-8.3	-36.7	6.5
CC(=O)Nc1ccc(S(=O)(=O)N(C)c2ccccc2)cc1	-7.3	0.1	-1.1	-2.1	-4.5	-24.5	3.7	/	-2.2
O=C1CC(=O)C(n2cncn2)C(c2c(F)cccc2Cl)C1 (stereo not drawn)	20.3	-0.9	0.7	2.4	-1.2	4.1	4.5	/	-0.3
CC(=O)c1c(C)[nH]c(C(=O)OCC(=O)NCCC(C)C)c1C	-3.7	-3.1	-0.1	-0.4	0.7	-3.1	-11.8	/	5.7
CC1(C)NC(=O)N(CCCSc2ccc(Cl)cc2)C1=O	-3.5	-2.9	1.6	0.8	-2.6	3.3	5.2	/	4.3
O=c1c2c3c(sc2ncn1/N=C/c1ccc([N+](=O)[O-])o1)CCCC3	-3.0	-1.4	17.9	0.1	-1.3	-1.9	-10.9	0.1	2.0
Cc1ccc(S(=O)(=O)Nc2nc(C)c(C(=O)Nc3ccccc3)s2)cc1	16.9	-1.1	-0.5	0.3	-1.4	-2.9	0.6	0.2	5.4
CN(C)C1(CNC(=O)C2CCN(S(=O)(=O)c3c(Cl)cccc3Cl)CC2)CCCCC1	-3.8	-3.4	0.5	3.6	0.5	-5.0	3.4	1.1	-7.0
CCc1nc(C)cn1S(=O)(=O)c1cc(F)ccc1OC	-12.8	0.7	0.3	-0.1	-3.0	-2.0	8.0	0.8	-3.1
O=C(Nc1ccc(F)cc1)c1cc(S(=O)(=O)N2CCCCC2)cs1	-3.7	-3.3	1.5	-0.1	-5.4	2.8	3.3	/	14.0
CCCC(=O)Nc1ccc(-c2cnc(-c3ccc(NC(=O)CCC)cc3)nc2)cc1	-1.4	-2.9	-0.2	-1.8	-5.8	-12.9	2.0	0.5	6.5
O=C(/C=C/c1ccccc1[N+](=O)[O-])NCCCN1CCCC1=O	3.7	0.7	1.7	-2.8	-4.6	-6.8	5.0	0.9	-20.1
COCCNS(=O)(=O)c1ccc(C2CNC(=O)C2)cc1 (stereo not drawn)	3.7	-3.1	-0.6	-0.4	-2.4	-0.9	4.0	-0.2	-3.9
O=c1nc(-c2ccccc2Cl)c2cc(F)ccc2[nH]1	-68.1	-3.4	1.7	-1.4	16.1	50.7*	4.4	1.0	-10.0
CC(=O)c1cc(-c2ccccc2)n(CCC(=O)NC(C)(C)C)c1C	/	-0.6	0.2	0.2	-1.9	-3.3	-8.0	/	/
COc1ccc(NC(=O)c2nc[nH]c2C(=O)Nc2ccccc2C)cc1	-4.4	0.8	-1.0	/	/	/	-4.2	/	0.2
CCC(=O)NC(=S)Nc1ccc(NC(=O)COc2ccc([N+](=O)[O-])cc2)cc1	12.1	-1.3	0.1	-0.5	-1.4	-6.2	-3.7	1.4	-6.3
O=C(Nc1cnn(Cc2ccccc2)c1)NC12CC3CC(CC(C3)C1)C2	3.5	1.0	2.6	-1.5	-6.2	?	-2.4	/	15.9
Cc1onc(-c2c(F)cccc2Cl)c1C(=O)OCC(=O)c1c[nH]c2ccccc12	12.1	-16.8	2.6	13.4	6.4	-21.6	0.4	0.2	4.0
c1ccc(C2=Nc3cccnc3C(c3ccccc3)=NN2)cc1	-18.7	-0.7	-0.3	0.2	-0.1	4.0	5.2	-0.2	-12.4
CCn1c(SCC(=O)Nc2cc(C)on2)nc2c([nH]c3ccccc32)c1=O	-5.4	-0.5	2.5	0.6	-2.9	1.9	-1.2	1.9	2.6
CCc1ccc2nc(Nc3nc(COC)cc(=O)[nH]3)nc(C)c2c1	0.6	-3.0	1.2	-1.3	-1.4	-8.6	-3.2	1.1	-3.9
CC(C)(C)NC(=O)c1ccccc1NC(=O)c1ccc2c(c1)OCO2	-4.6	-2.9	1.0	-0.3	-4.3	-4.1	4.2	-0.1	3.5
O=C1/C(=C\c2ccc([N+](=O)[O-])cc2)CCc2ccccc21	6.7	-1.1	0.1	-0.4	-1.5	-2.1	-4.5	-10.4	5.6
CC(C)C(=O)N1CCC(Cc2ccccc2)CC1	7.0	-2.2	-0.4	/	/	/	0.6	-0.1	8.0

Looked up above.
For FadD28 FP inh, O=C(O)c1nc(-c2ccccc2)n(-c2ccc(Cl)cc2)n1 is entered as -0.6
For PfHsp40 yeast, CC(CCc1ccccc1)NC(=O)CSc1ccccn1 (stereo not drawn) is entered as 0.4
